POLH inh = DNA polymerase eta (human) inhibition; recombinant Pol eta, fluorescent DNA replication assay; 1.2% of 390,000 active; Q9Y253; AID 588591; Potency, µM (titrated, usually from 114 µM), for inactives: at the highest dose activity change, negative = inhibition, most hits filed as inhibitors; further: potency means the concentration at half of the fitted maximal effect; on the % scale 0 is the no-effect control and ±100 the full control effect
Target sequence (Q9Y253 whole entry, looked up): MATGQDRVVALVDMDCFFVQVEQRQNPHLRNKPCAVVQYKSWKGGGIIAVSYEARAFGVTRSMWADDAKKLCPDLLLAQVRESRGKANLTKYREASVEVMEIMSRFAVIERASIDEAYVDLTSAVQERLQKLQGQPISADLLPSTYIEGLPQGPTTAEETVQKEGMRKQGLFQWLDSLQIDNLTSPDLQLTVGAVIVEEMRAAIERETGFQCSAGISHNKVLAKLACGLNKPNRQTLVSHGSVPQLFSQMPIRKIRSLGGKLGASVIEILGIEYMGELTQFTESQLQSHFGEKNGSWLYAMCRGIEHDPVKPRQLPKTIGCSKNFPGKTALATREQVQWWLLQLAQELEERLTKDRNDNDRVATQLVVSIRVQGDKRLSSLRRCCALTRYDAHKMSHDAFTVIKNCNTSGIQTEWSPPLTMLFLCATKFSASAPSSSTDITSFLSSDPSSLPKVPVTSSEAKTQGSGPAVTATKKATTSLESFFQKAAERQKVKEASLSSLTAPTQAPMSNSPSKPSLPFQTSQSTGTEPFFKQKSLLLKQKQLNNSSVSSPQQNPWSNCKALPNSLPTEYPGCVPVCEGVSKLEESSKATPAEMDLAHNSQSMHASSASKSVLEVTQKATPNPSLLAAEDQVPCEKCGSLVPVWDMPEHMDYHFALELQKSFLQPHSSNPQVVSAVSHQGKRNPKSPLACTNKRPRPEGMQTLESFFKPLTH
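Pol eta at 10 nM preincubated with compounds 15 min at room temperature; reaction started with fluorescent substrate (50 nM final) and read kinetically at 0 and 10 min.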
HP1b binding inh = HP1-beta chromodomain-methylated histone interaction inhibition | AID 540317 | AlphaScreen HP1-beta / biotin-H3K9me3 peptide binding | 0.56% of 390,000 active | Potency, µM (top dose mostly 114 µM), for the others: top-dose activity change, negative = inhibition, usual class: inhibitors; further: potency means the concentration at half of the fitted maximal effect; nearly all actives have a fitted effect of over 70% in size; inactives centre near 23
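AlphaScreen: HP1-beta (50 nM) preformed 30 min with biotin-H3(1-18)K9me3 peptide (50 nM) in PBS pH 7.4, 0.01% Tween-20. Compound added for 30 min at RT, then streptavidin donor/nickel chelate acceptor beads (10 ug/mL) for 30 min.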
PI4K2A block = PI4K2A (human) kinase inhibition. Q9BTU6. purified PI4K2A, ADP-Glo luminescence, 1 h; hits give low values. activity change, negative = inhibition, % at 76.9 µM. 0.13% of 420,000 active. AID 1346378; in the data active means activity change below about -50%; inconclusive means mostly about -30% to -49%;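 further: -100% = wells without enzyme as full effect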
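ADP-Glo luminescence measured ADP generated by PI4K2A enzyme (4 ug/mL before mixing) with 1.2 mM PI substrate (pre-mix) and 300 microM ATP (pre-mix). Tris pH7.5 buffer with MgCl2, Triton X-100; 1 h reaction at ambient temperature.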
Tb PGK inh = inhibitors of T. brucei phosphoglycerate kinase | P07378 | PGK/GAPDH coupled, Kinase-Glo luminescence, 60 min | Potency, µM (highest dose often 57.5 µM), for inactives: top-dose activity change, negative = inhibition, hits mostly inhibitors | 0.043% of 380,000 active; further: potency means the concentration at half of the fitted maximal effect; on the % scale 0 is the no-effect control and ±100 the full control effect; nearly all actives have a fitted effect of over 60% in size
Target sequence (P07378 whole entry, looked up): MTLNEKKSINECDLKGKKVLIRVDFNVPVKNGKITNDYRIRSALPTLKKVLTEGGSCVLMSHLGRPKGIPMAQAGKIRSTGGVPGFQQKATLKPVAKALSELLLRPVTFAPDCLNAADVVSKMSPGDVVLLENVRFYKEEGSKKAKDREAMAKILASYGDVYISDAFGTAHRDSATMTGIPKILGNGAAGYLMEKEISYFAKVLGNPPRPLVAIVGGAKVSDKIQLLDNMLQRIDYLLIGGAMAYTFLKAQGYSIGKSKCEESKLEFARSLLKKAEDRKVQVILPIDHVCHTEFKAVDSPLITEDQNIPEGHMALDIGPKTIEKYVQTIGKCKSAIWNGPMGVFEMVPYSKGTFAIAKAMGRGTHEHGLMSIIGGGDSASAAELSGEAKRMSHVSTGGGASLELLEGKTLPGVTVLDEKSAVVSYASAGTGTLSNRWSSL
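Recombinant glycosomal PGK reaction used 1,3-bisphosphoglycerate generated in-well by GAPDH (100nM final) in 100mM TEA pH 7.6, 5mM MgCl2, 0.01% Tween-20. After 60 minutes at room temperature, ATP was read by Kinase-Glo Plus luminescence end-point.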
BAZ2B inh = inhibitors of human BAZ2B bromodomain. Q9UIF8. AlphaScreen BAZ2B-H3K14Ac peptide displacement. Potency, µM (highest dose often 114 µM), for the others: top-dose activity change, negative = inhibition, usual class: inhibitors. 4.4% of 360,000 active; further: potency means the concentration at half of the fitted maximal effect; on the % scale 0 is the no-effect control and ±100 the full control effect; nearly all actives have a fitted effect of over 60% in size
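BAZ2B (50 nM) with biotin-H3(5-23)K14Ac peptide (50 nM) in PBS pH 7.4, 0.01% Tween-20, preformed 30 min, then compound 30 min at room temperature; top concentration 110uM. AlphaScreen streptavidin donor/nickel chelate acceptor beads (10 ug/mL final), 20 min dark, signal read.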
G9a inh = blocks human histone lysine methyltransferase G9a | Q96KQ7 | G9a H3K9 monomethylation, AlphaScreen, 2 h | Potency, µM (doses to about 102 µM), for inactives: top-dose activity, negative = inhibition, hits mostly inhibitors | 8.8% of 350,000 active; further: potency means the concentration at half of the fitted maximal effect; on the % scale 0 is the no-effect control and ±100 the full control effect; nearly all actives have a fitted effect of over 75% in size
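Readings reflect AlphaScreen signal from monomethyl-H3K9 antibody detection. HMT at 20 nM; substrate b-H3K9 500 nM; cofactor SAM 20 uM; 2 h RT reaction; compounds tested as titrations in qHTS with 15 min preincubation.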
JMJD2A Tudor = inhibitors of human JMJD2A Tudor domain | AlphaScreen JMJD2A-Tudor / H3K4me3 peptide binding | 4.4% of 390,000 active | AID 504339 | Potency, µM (series often up to 114 µM), inactives show at the top dose activity change, negative = inhibition, most hits filed as inhibitors; further: potency means the concentration at half of the fitted maximal effect; on the % scale 0 is the no-effect control and ±100 the full control effect; nearly all actives have a fitted effect of over 50% in size
GLS inhibitor = blocks human kidney-isoform glutaminase activity; GLS enzymatic activity, qHTS titration; Potency, µM (doses to about 45.5 µM), for inactives: at the top dose activity change, negative = inhibition, hits mostly inhibitors; 0.21% of 410,000 active; AID 624170; further: potency means the concentration at half of the fitted maximal effect; on the % scale 0 is the no-effect control and ±100 the full control effect
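hKGA; 45 mM KH2PO4 pH 8.2 + 0.02% Tween-20; cpd via pin tool; 1 mM Gln soln; GluOx/HRP/Amplex Red; RT 30 min; fluor. t0 & final.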
Pin1 inhibitor = inhibitors of human Pin1 | 0.009% of 390,000 active | Q13526 | Pin1 FP peptide displacement, HiFluor488, 10 min | Potency, µM (series often up to 115 µM), inactives show top-dose activity, negative = inhibition, actives largely listed as inhibitors; active means well fitted inhibition curve with a large enough effect in the polarisation, with a control signal flat, not every such curve was filed as active; inconclusive means small, poorly fitted or top-dose-only effect, or effect the other way, or a change in a side signal; inactive means no such curve, though single readings can be large or run the other way; the % refers to the polarisation; further: potency means the concentration at half of the fitted maximal effect; on the % scale 0 is the no-effect control and ±100 the full control effect
Active calls of the source: *; i = inactive; u = inconclusive; x = no result given; [ ] = another dose, or the depositor's remark. Unless noted, the call rests on the fitted dose curve; in most records, active means well fitted curve in the direction sought with a large enough effect; inconclusive means small, poorly fitted or top-dose-only effect, or another doubt; inactive means no such curve, though single readings can be large; an effect the other way counts as inactive or inconclusive. A portion of the library; the hit share may differ from the screen's.

SMILES	POLH inh	HP1b binding inh	PI4K2A block	Tb PGK inh	BAZ2B inh	G9a inh	JMJD2A Tudor	GLS inhibitor	Pin1 inhibitor
COc1cc(OC)c(C(=O)O/N=C(\N)c2ccc(C)cc2)cc1OC	-17.9%	22.0%	-2.6	3.2%	2.6%	4.6%	-4.9%	7.7%	-6.3%
Cc1ccc(-n2c(-c3ccco3)nc3c(cnn3-c3ccccc3Cl)c2=O)cc1	-3.2%	25.6%	-4.4	-3.8%	x	-2.9%[59 µM]	0.7%	-21.6%	4.6%
Cc1ccc(CNC(=O)CNC(=O)c2ccc(Br)o2)cc1	-10.2%	34.3%	0.6	i	-13.0%	30.6%	-9.7%	-12.7%	0.7%
CC(=O)c1ccccc1OCCCN1CCCCC1	-12.1%	u	-2.0	-3.1%	50.1µM*	11.2µM*	3.16µM*	-3.6%	2.5%
CCc1ccc(OCC(=O)NC(NC(=S)Nc2ccc(Cl)cc2)C(Cl)(Cl)Cl)cc1 (centres undefined)	-19.2%	14.6%	-5.8	-7.9%	-6.2%	3.0%[59 µM]	-13.8%	2.6%	4.3%
COc1ccnc(N=CNOCc2ccc(Cl)cc2)c1C#N	-13.5%	3.7%	0.1	-12.6%	-17.6%	x	-7.6%	1.5%	-11.1%
Cc1cc2ccccc2n1CCNC(=O)c1ccc(Br)o1	-8.1%	u	-10.0	-6.5%	u	35.5µM*	u	-2.6%	u
Cc1ccccc1CNC(=O)CN1C(=O)CSc2ccc(S(=O)(=O)N(C)C)cc21	0.1%	31.6%[activator]	-2.6	-2.3%	2.3%	-1.7%[59 µM]	-13.0%	-10.9%	-1.8%
O=C(CSc1ncccc1C(=O)O)c1ccccc1F	3.9%	56.3%[activator]	0.2	1.6%	x	u	-21.0%	11.7%	5.6%
O=c1oc2ccccc2nc1/C=C(\O)c1ccc(Br)cc1	0.4%	33.5%	-4.1	-2.2%	5.8%	x	-14.7%	8.1%	16.3%
COc1cc(NC(=O)CSc2nc3nc(C)c(Cc4ccccc4)c(C)n3n2)cc(OC)c1	-21.3%	62.7%[activator]	-3.8	-8.6%	16.4%	11.0%[59 µM]	-18.3%	1.6%	36.5%[activator]
Cc1ccc(NC(=O)OCC(F)(F)C(F)F)cc1NC(=O)OCC(F)(F)C(F)F	-25.7%	38.8%[activator]	1.7	8.7%	x	-0.2%[59 µM]	-11.3%	-5.3%	-1.6%
Cc1cc(=O)oc2cc(OCC(=O)NCc3cccnc3)ccc12	5.5%	11.7%	-0.9	-4.5%	-0.5%	15.5%	-6.0%	2.7%	1.3%
COC(=O)[C@H](CCSC)NC(=O)[C@@H](Cc1cnc[nH]1)NC(=O)OCc1ccccc1	-20.4%	0.9%	-2.3	-3.2%	-20.7%	14.9%	-19.6%	-4.0%	0.0%
CCOc1ccc2nc(NC(NC(=O)CC)(C(=O)OC)C(F)(F)F)sc2c1 (centres undefined)	-12.2%	27.6%	3.9	i	-0.8%	3.0%[59 µM]	-10.6%	-0.5%	8.3%
C=CCOc1cccc(CNn2nnnc2N)c1	-8.6%	15.6%[57 µM]	-6.5	-6.9%	-19.2%	22.1%	-5.9%	-8.7%	-0.5%
CCOC(=O)C1CCN(CCC(=O)Nc2cccc(C)c2)CC1	-9.3%	30.6%	8.0	2.8%	-36.4%	-19.8%	4.3%	-1.6%	0.4%
Cc1ccc(Nc2ncnc3c2nc2n3CCCC2)cc1F	-15.3%	31.9%	3.7	2.3%	-0.1%	-35.1%[59 µM]	-14.2%	6.4%	1.8%
O=C(COc1coc(CN2CCN(c3ccccc3)CC2)cc1=O)Nc1cccc(F)c1	-5.2%	16.0%	0.2	-9.2%	6.3%	1.7%[0.501 µM]	-8.2%	4.2%	7.7%
O=C(NCCCN1CCOCC1)c1ccc(CS(=O)(=O)Cc2ccccc2Cl)o1	-10.8%	19.3%	1.5	-1.6%	u	3.4%[0.501 µM]	-24.3%	0.5%	-2.6%
O=C(CSc1ncnc2sc(-c3ccccc3)cc12)NC1CCS(=O)(=O)C1 (centres undefined)	-19.0%	42.1%[activator]	-1.1	3.5%	-15.7%	1.0%	-9.1%	-15.2%	3.5%
CCC1CC(C(=O)Nc2ccccc2)C(=O)O1 (centres undefined)	-14.1%	-17.5%	7.4	-10.3%	x	x	-17.6%	0.6%	0.8%
O=C(OCc1cc(=O)n2nc(-c3cccs3)sc2n1)c1cccc(Cl)c1	-14.3%	49.6%[activator]	0.1	0.0%	-24.9%	22.6%[59 µM]	-26.0%	-6.5%	u
CN1CCN(c2ccncc2S(=O)(=O)N2CCCC2)CC1	-14.8%	x	-3.6	-5.8%	x	x	x	-10.4%	x

Among those listed so far, 3 contain an aryl thioether with sulfur outside any ring.
SMILES	POLH inh	HP1b binding inh	PI4K2A block	Tb PGK inh	BAZ2B inh	G9a inh	JMJD2A Tudor	GLS inhibitor	Pin1 inhibitor
O=C(CSc1ncccc1C(=O)O)c1ccccc1F	3.9%	56.3%[activator]	0.2	1.6%	x	u	-21.0%	11.7%	5.6%
COc1cc(NC(=O)CSc2nc3nc(C)c(Cc4ccccc4)c(C)n3n2)cc(OC)c1	-21.3%	62.7%[activator]	-3.8	-8.6%	16.4%	11.0%[59 µM]	-18.3%	1.6%	36.5%[activator]
O=C(CSc1ncnc2sc(-c3ccccc3)cc12)NC1CCS(=O)(=O)C1 (centres undefined)	-19.0%	42.1%[activator]	-1.1	3.5%	-15.7%	1.0%	-9.1%	-15.2%	3.5%

(more compounds)
SMILES	POLH inh	HP1b binding inh	PI4K2A block	Tb PGK inh	BAZ2B inh	G9a inh	JMJD2A Tudor	GLS inhibitor	Pin1 inhibitor
Cc1ccc(S(=O)(=O)NCCC(=O)NNC(=O)c2ccccc2Cl)cc1C	-2.6%	35.4%	-2.1	-6.6%	6.0%	-5.4%	3.4%	1.0%	-0.6%
O=C(Cn1cnc2sc3c(c2c1=O)CCCC3)NCC(=O)Nc1ccc(F)cc1F	-8.9%	21.3%	-15.1	3.5%	-19.7%	39.5%	-2.1%	-3.5%	8.0%
O=Cc1cnc2ccccc2c1-c1ccccc1	-1.6%	26.0%	1.3	-1.7%	-9.9%	-8.4%	-6.9%	2.4%	-2.5%
C(=Nc1ccc(Nc2ccccc2)cc1)c1ccc2ccccc2c1	-10.6%	u	-7.3	-1.3%	35.5µM*	1.58µM*	u	33.9%[activator]	-1.3%
Cc1ccc(CN2C(=O)N(c3ccc(C)c(Cl)c3)S(=O)(=O)c3ccccc32)cc1	-14.7%	37.8%	1.3	i	-17.6%	0.2%[59 µM]	u	-16.3%	0.3%
O=C(c1ccccc1NS(=O)(=O)c1ccccc1[N+](=O)[O-])N1CCCC1	-7.0%	12.9%	-2.2	i	-3.9%	18.5%	-16.0%	0.0%	-2.6%
COc1ccccc1C(=O)N1CCN=C1c1ccccc1	-4.6%	36.9%	-3.3	i	-3.4%	-35.5%	-8.1%	2.5%	-1.8%
C=CCOc1ccc2c(c1)C(=NO)c1cc(OCC=C)ccc1-2	-15.3%	17.9%	-1.5	-9.8%	-29.3%	-17.0%	-21.4%	1.9%	-2.8%
CCOC(=O)CC1C(=O)NCCN1Cc1cccc(C(F)(F)F)c1 (centres undefined)	-18.1%	38.9%	-2.4	-7.3%	-3.9%	u	0.0%	-7.2%	2.0%
CCNC(=O)COC(=O)c1cc(=O)[nH]c2ccccc12	-3.8%	24.0%	-4.4	-6.2%	1.8%	87.0%[activator][59 µM]	-4.5%	1.0%	0.0%
CC(=O)N1CCN(S(=O)(=O)c2cccc(C(=O)NNC(=O)COc3ccc(Cl)cc3C)c2)CC1	-22.6%	37.6%	1.8	0.7%	6.0%	u	-0.7%	16.5%	-5.8%
O=C(N/N=C/c1cc(Br)ccc1O)C(c1ccncc1)N1CCOCC1 (centres undefined)	-5.3%	16.1%	-2.2	-4.0%	50.1µM*	14.5%	79.4µM*	23.6%	11.1%
Nc1nc2ccc(Br)cc2o1	1.5%	5.3%	-3.4	-11.7%	x	x	-23.6%	7.5%	-0.4%
O=C(NNC(=S)Nc1ccc(Br)cc1)c1cccnc1	-13.3%	10.1%	-1.9	-6.4%	-0.9%	10µM*	-16.1%	33.6%[activator]	-8.0%
Cc1c(C(=O)OCC(=O)Nc2ccc(C(N)=O)cc2)cccc1[N+](=O)[O-]	-17.5%	52.5%[activator]	1.5	x	4.1%	10.1%	-2.3%	0.3%	4.5%
CCOc1cc(/C=N/NC(=O)c2ccccn2)ccc1OC(=O)c1cccs1	-22.2%	33.5%	-3.1	-5.4%	-0.5%	7.2%	-16.4%	-5.2%	-8.9%
CC12CCCCN1CCCc1c2[nH]c2ccccc12 (centres undefined)	10.8%	29.8%	-4.2	1.7%	-38.4%	-2.2%[12.7 µM]	-22.7%	1.8%	u
O=C(Nc1ccc(N2CCN(C(=O)c3ccccc3)CC2)c(Cl)c1)c1ncn[nH]1	-18.5%	42.3%[activator]	-2.2	-3.4%	-0.5%	-2.8%[12.7 µM]	0.4%	2.1%	8.7%
CCc1ccc(OCCn2ccnc2)cc1	-23.6%	u	2.5	0.3%	u	22.4µM*	28.2µM*	-16.3%	-5.5%
COC1OCC(O)C(OC(=O)c2ccccc2)C1OC(=O)c1ccccc1 (centres undefined)	-6.3%	5.8%[57 µM]	3.3	i	x	x	-8.3%	u	0.8%
COc1ccc(C(=O)OCC(=O)NC(C)CCc2ccccc2)cc1OC (centres undefined)	-7.6%	26.1%	-2.6	i	9.4%	7.9%	-9.0%	-0.8%	-4.1%
CC(=O)Nc1cccc(Oc2ncnc3scc(-c4ccccc4)c23)c1	-21.6%	22.9%	2.3	6.9%	-7.7%	3.0%[59 µM]	-22.9%	-3.5%	u
COC(=O)c1ccccc1NC(=O)N1CCN(c2ccc(OC)cc2)CC1	-17.6%	u	1.4	-4.3%	u	39.8µM*	u	0.2%	2.4%

Screens: PubChem BioAssay, National Center for Advancing Translational Sciences (NCATS)
